T cruzi intra: intracellular Trypanosoma cruzi inhibition. intracellular Trypanosoma cruzi in host cells, plate reader. activity score (inhibition), % at 5.01 µM. 22,000 tested, 4.9% active; in the data active means activity score above about 55%; inconclusive means no clear call, values can overlap the other calls;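 further: parasites and compound incubated about four days before reading; 0% = median of neutral control wells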
INS-1E rescue: INS-1E beta cell protection from cytokine death; INS-1E cytokine-induced death, ATP luminescence, 48 h; normalised: neutral wells 0, positive control 100; 20,000 tested, 0.1% active; protection from cytokine-induced ATP loss, % at 10 µM;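 active means mean replicate protection from cytokine-induced ATP loss at least 50% and at least 75% of replicates each reaching 50%; inconclusive means meets only one of the two criteria, mean or replicate share; inactive means fails both the mean and replicate share criteria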
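assay system = INS-1E rat insulinoma cells | amount = 8000 cells per well | medium = phenol-red-free RPMI with 5% fetal bovine serum | doses = one compound concentration, pin transfer | timing = 48 h cytokine plus compound treatment, 10 min reagent incubation | also added = IL-1β, TNF-α and IFN-γ cytokine mix | signal = CellTiter-Glo luminescence measuring cellular ATP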
The depositor's hits bear a star; ? = inconclusive; nt = not tested or not shown. Only part of the results is shown; rates above refer to the full screens.

Screens in order: INS-1E rescue, T cruzi intra
#1 C[C@H]1CN([C@@H](C)CO)C(=O)Cc2cc(NC(=O)C3CC3)ccc2O[C@H]1CN(C)C(=O)Nc1ccccc1
  -1, -16
#2 C[C@H]1CN([C@@H](C)CO)C(=O)c2cc(N(C)C)ccc2O[C@@H]1CN(C)S(=O)(=O)c1cccs1
  4, 7
#3 C[C@H](CO)N1C[C@H](C)[C@H](CN(C)C(=O)Nc2ccccc2)Oc2ccc(NS(=O)(=O)c3ccccc3)cc2C1=O
  -7, 0
#4 C[C@@H]1CN([C@@H](C)CO)C(=O)CCCn2nncc2CO[C@@H]1CN(C)S(=O)(=O)c1cccs1
  nt, 1
#5 C[C@H](CO)N1C[C@H](C)[C@H](CN(C)S(=O)(=O)c2cn(C)cn2)Oc2ccc(NS(=O)(=O)c3cn(C)cn3)cc2C1=O
  -3, 5
#6 C[C@H]1CN([C@@H](C)CO)C(=O)Cc2cc(NC(=O)c3ccncc3)ccc2O[C@@H]1CN(C)Cc1ccc(Cl)c(Cl)c1
  6, -1
#7 C[C@H]1CN([C@@H](C)CO)C(=O)c2cccc(NS(C)(=O)=O)c2O[C@H]1CN(C)Cc1ccc(-c2ccccc2)cc1
  -4, 8
#8 C[C@H]1CN([C@@H](C)CO)C(=O)CCCn2nncc2CO[C@H]1CN(C)Cc1cccc(C(=O)O)c1
  nt, -17
#9 Cc1noc(C)c1NC(=O)Nc1ccc2c(c1)C(=O)N([C@H](C)CO)C[C@H](C)[C@H](CN(C)Cc1ccc3c(c1)OCO3)OCCCC[C@@H](C)O2
  -3, -24
#10 C[C@@H]1CN([C@H](C)CO)C(=O)c2cccc(NC(=O)c3ccc(-c4nccs4)cc3)c2O[C@H]1CN(C)S(=O)(=O)c1ccc(Cl)cc1
  6, 2
#11 COc1ccc(NC(=O)N(C)C[C@@H]2Oc3c(NC(=O)Nc4ccc5c(c4)OCO5)cccc3C(=O)N([C@@H](C)CO)C[C@@H]2C)cc1
  4, -18
#12 C[C@@H]1CN([C@@H](C)CO)C(=O)CCCn2nncc2CO[C@H]1CN(C)Cc1cccc(C(=O)O)c1
  nt, -14
#13 C[C@@H]1CN([C@@H](C)CO)C(=O)Cc2cc(NS(=O)(=O)c3ccc(F)cc3)ccc2O[C@@H]1CN(C)Cc1ccncc1
  4, 36
#14 Cc1ccc(S(=O)(=O)N(C)C[C@H]2Oc3ccc(NS(=O)(=O)c4ccccc4)cc3CC(=O)N([C@H](C)CO)C[C@H]2C)cc1
  1, 67*
#15 COc1cccc(S(=O)(=O)N(C)C[C@H]2OCc3cn(nn3)CCCC(=O)N([C@@H](C)CO)C[C@@H]2C)c1
  nt, -20
#16 C[C@@H]1CN([C@H](C)CO)C(=O)c2cccc(NC(=O)c3ccc(-c4nccs4)cc3)c2O[C@H]1CN(C)Cc1ccc(C(F)(F)F)cc1
  -24, 43
#17 CC(C)NC(=O)N(C)C[C@H]1Oc2ccc(NC(=O)C3CC3)cc2C(=O)N([C@H](C)CO)C[C@H]1C
  8, 1
#18 Cc1[nH]cnc1/C=N/NC(=O)CCCCC(=O)NO
  14, -4
#19 Cc1cccc(CN(C)C[C@@H]2OCc3cnnn3CCCC(=O)N([C@H](C)CO)C[C@@H]2C)c1
  nt, -8
#20 COC(=O)CCCCCCC(=O)N/N=C/c1cccc2ccccc12
  6, 16
#21 O=C(N/N=C/c1ccccc1)c1ccccc1O
  15, -28
#22 C[C@@H]1CN([C@@H](C)CO)C(=O)c2cccc(NS(C)(=O)=O)c2O[C@H]1CN(C)Cc1ccc(C(=O)O)cc1
  7, -28
#23 C[C@@H]1CN([C@@H](C)CO)C(=O)c2cc(NC(=O)Nc3ccc4c(c3)OCO4)ccc2O[C@@H]1CN(C)C(=O)Nc1ccc(F)cc1
  8, -1
#24 C[C@@H]1CN([C@H](C)CO)C(=O)Cc2cc(NS(=O)(=O)c3ccccc3)ccc2O[C@H]1CN(C)C(=O)Nc1cccc2ccccc12
  6, -20
#25 C[C@@H]1CN([C@H](C)CO)C(=O)c2cccc(NC(=O)c3cnccn3)c2O[C@H]1CN(C)Cc1ccc(Oc2ccccc2)cc1
  -22, 33
#26 COc1ccc(NC(=O)Nc2ccc3c(c2)C(=O)N([C@@H](C)CO)C[C@H](C)[C@H](CN(C)Cc2ccc(C(=O)O)cc2)O3)cc1
  0, -4
#27 Cc1noc(C)c1S(=O)(=O)Nc1cccc2c1O[C@H](CN(C)C(=O)NC(C)C)[C@H](C)CN([C@H](C)CO)C2=O
  9, -18
#28 CC(C)NC(=O)Nc1ccc2c(c1)C(=O)N([C@H](C)CO)C[C@H](C)[C@H](CN(C)C(=O)Nc1cccc3ccccc13)OCCCC[C@@H](C)O2
  15, -34
#29 COc1ccc(S(=O)(=O)Nc2cccc3c2O[C@@H](CN(C)Cc2ccncc2)[C@@H](C)CN([C@H](C)CO)C3=O)cc1
  4, -8
#30 C[C@@H]1CN([C@H](C)CO)C(=O)CCCn2cc(nn2)CO[C@@H]1CN(C)S(=O)(=O)c1cn(C)cn1
  nt, -6

The final 3 entries of the part before lead into the next:
Screens in order: INS-1E rescue, T cruzi intra
#28 CC(C)NC(=O)Nc1ccc2c(c1)C(=O)N([C@H](C)CO)C[C@H](C)[C@H](CN(C)C(=O)Nc1cccc3ccccc13)OCCCC[C@@H](C)O2
  15, -34
#29 COc1ccc(S(=O)(=O)Nc2cccc3c2O[C@@H](CN(C)Cc2ccncc2)[C@@H](C)CN([C@H](C)CO)C3=O)cc1
  4, -8
#30 C[C@@H]1CN([C@H](C)CO)C(=O)CCCn2cc(nn2)CO[C@@H]1CN(C)S(=O)(=O)c1cn(C)cn1
  nt, -6
#31 C[C@@H]1CN([C@@H](C)CO)C(=O)c2cccc(N(C)C)c2O[C@@H]1CN(C)Cc1ccc(C(F)(F)F)cc1
  3, 10
#32 COc1ccc(S(=O)(=O)N(C)C[C@H]2Oc3c(NC(=O)CCCCCC(=O)Nc4ccccc4N)cccc3C(=O)N([C@H](C)CO)C[C@@H]2C)cc1
  -3, -15
#33 C[C@H]1CN([C@@H](C)CO)C(=O)Cc2cc(NC(=O)Nc3cccc4ccccc34)ccc2O[C@H]1CN(C)Cc1ccccc1
  -19, 69*
#34 COc1ccc(NC(=O)Nc2cccc3c2O[C@H](CN(C)CC2CC2)[C@@H](C)CN([C@H](C)CO)C3=O)cc1
  -8, 9
#35 Cc1ccc(S(=O)(=O)Nc2ccc3c(c2)CC(=O)N([C@H](C)CO)C[C@H](C)[C@H](CN(C)S(=O)(=O)c2cccs2)O3)cc1
  1, -7
#36 CN(C)c1ccc(/C=N/NC(=O)c2cccc(C(=O)NO)c2)cc1
  -2, -18
#37 C[C@@H]1CN([C@H](C)CO)C(=O)c2cc(NS(C)(=O)=O)ccc2O[C@H]1CN(C)Cc1ccc(Oc2ccccc2)cc1
  -4, -9
#38 C[C@H]1CN([C@@H](C)CO)C(=O)c2cccc(NC(=O)Nc3ccc(F)cc3)c2O[C@@H]1CN(C)Cc1ccccc1
  -9, 2
#39 C[C@@H]1CN([C@H](C)CO)C(=O)Cc2cc(NC(=O)CCN3CCOCC3)ccc2O[C@H]1CN(C)Cc1ccc2c(c1)OCO2
  -1, -7
#40 Cc1ccc(S(=O)(=O)N(C)C[C@H]2Oc3ccc(NC(=O)CCCN(C)C)cc3C(=O)N([C@H](C)CO)C[C@@H]2C)cc1
  3, -19
#41 C[C@@H]1CCCCO[C@@H](CN(C)C(=O)Nc2ccccc2)[C@@H](C)CN([C@H](C)CO)C(=O)c2cc(NC(=O)Nc3cccc4ccccc34)ccc2O1
  -5, 39
#42 C[C@@H]1CN([C@H](C)CO)C(=O)c2cc(NC(=O)Cn3cnnn3)ccc2O[C@H]1CN(C)S(=O)(=O)c1cccs1
  7, -60
#43 C[C@H]1CN([C@@H](C)CO)C(=O)c2cc(NC(=O)Nc3cccc4ccccc34)ccc2O[C@@H]1CN(C)Cc1ccc2c(c1)OCO2
  -20, 3
#44 CC(C)NC(=O)N(C)C[C@@H]1OCCCC[C@@H](C)Oc2ccc(NC(=O)c3ccncc3)cc2C(=O)N([C@H](C)CO)C[C@@H]1C
  3, -8
#45 C[C@@H]1CCCCO[C@@H](CN(C)S(=O)(=O)c2ccccc2)[C@@H](C)CN([C@H](C)CO)C(=O)c2cc(NS(=O)(=O)c3cn(C)cn3)ccc2O1
  2, -14
#46 C[C@@H]1CN([C@H](C)CO)C(=O)c2cccc(NC(=O)Nc3ccccc3)c2O[C@H]1CN(C)Cc1ccc(-c2ccccc2)cc1
  -32, 42
#47 Cc1noc(C)c1NC(=O)N(C)C[C@H]1Oc2c(NC(=O)NC(C)C)cccc2C(=O)N([C@@H](C)CO)C[C@H]1C
  3, -12
#48 C[C@@H]1CN([C@@H](C)CO)C(=O)c2cccc(NS(=O)(=O)c3ccc(F)cc3)c2O[C@H]1CN(C)CC1CCCCC1
  8, 4
#49 Cc1noc(C)c1NC(=O)N(C)C[C@@H]1Oc2ccc(NC(=O)C3CCCCC3)cc2C(=O)N([C@H](C)CO)C[C@H]1C
  4, 0
#50 C[C@@H]1CN([C@H](C)CO)C(=O)c2cc(NC(=O)NC3CCCCC3)ccc2O[C@H]1CN(C)Cc1ccc(C(F)(F)F)cc1
  -17, -14
#51 C[C@H]1CN([C@@H](C)CO)C(=O)Cc2cc(NC(=O)C3CC3)ccc2O[C@@H]1CN(C)Cc1ccc(C(=O)Nc2ccccc2N)cc1
  -11, 51
#52 C[C@@H]1CN([C@@H](C)CO)C(=O)Cc2cc(NC(=O)Nc3ccccc3)ccc2O[C@@H]1CN(C)Cc1ccc(Oc2ccccc2)cc1
  -74, 81*
#53 C[C@H]1CN([C@@H](C)CO)C(=O)Cc2cc(NC(=O)Nc3ccc(F)cc3)ccc2O[C@H]1CN(C)C(=O)Nc1ccccc1
  -2, -14
#54 C[C@H]1CN([C@@H](C)CO)C(=O)CCCn2nncc2CO[C@H]1CN(C)C(=O)C1CCCCC1
  5, -2
#55 O=C(CCCCCCC(=O)Nc1ccccc1O)N/N=C/c1ccccc1OCCO
  -3, -4
#56 Cc1noc(C)c1NC(=O)Nc1ccc2c(c1)C(=O)N([C@H](C)CO)C[C@@H](C)[C@@H](CN(C)C(=O)Nc1ccccc1)O2
  -1, -28
#57 COc1ccc(S(=O)(=O)Nc2ccc3c(c2)C(=O)N([C@@H](C)CO)C[C@H](C)[C@@H](CN(C)Cc2ccc(C(F)(F)F)cc2)O3)cc1
  -6, 20
#58 COc1cc(OC)c(/C=N/NC(=O)CCCCCCC(=O)Nc2ccccc2O)c(OC)c1
  5, 9
#59 COc1ccc(S(=O)(=O)Nc2ccc3c(c2)CC(=O)N([C@@H](C)CO)C[C@H](C)[C@@H](CN(C)C(=O)NC2CCCCC2)O3)cc1
  9, -20
#60 Cc1ccc(CN(C)C[C@H]2OCc3cnnn3CCCC(=O)N([C@H](C)CO)C[C@H]2C)cc1
  nt, -21
#61 C[C@H](CO)N1C[C@H](C)[C@H](CN(C)Cc2ccc3c(c2)OCO3)Oc2ccc(NC(=O)C3CCCCC3)cc2C1=O
  nt, -15
#62 C[C@H]1CN([C@@H](C)CO)C(=O)c2cc(NC(=O)c3ccncc3)ccc2O[C@H]1CN(C)Cc1ccc(C(=O)O)cc1
  6, -3
#63 COc1ccc(NC(=O)Nc2ccc3c(c2)CC(=O)N([C@H](C)CO)C[C@H](C)[C@H](CN(C)Cc2ccc4c(c2)OCO4)O3)cc1
  -7, 15
#64 COc1ccc(NC(=O)Nc2cccc3c2O[C@H](CN(C)Cc2ccc(C(=O)Nc4ccccc4N)cc2)[C@H](C)CN([C@@H](C)CO)C3=O)cc1
  2, 46
#65 C[C@H]1CN([C@@H](C)CO)C(=O)c2cc(NS(=O)(=O)c3ccc(F)cc3)ccc2O[C@H]1CN(C)Cc1ccc(-c2ccccc2)cc1
  nt, 4
#66 C[C@@H]1CN([C@@H](C)CO)C(=O)Cc2cc(NC(=O)Nc3ccc(F)cc3)ccc2O[C@@H]1CN(C)Cc1ccc(C(F)(F)F)cc1
  -32, 80*
#67 CC(C)NC(=O)Nc1ccc2c(c1)C(=O)N([C@H](C)CO)C[C@@H](C)[C@@H](CN(C)S(=O)(=O)c1cccs1)O2
  4, -8
#68 C[C@@H]1CN([C@@H](C)CO)C(=O)c2cc(NC(=O)Nc3cccc4ccccc34)ccc2O[C@H]1CN(C)Cc1ccccc1
  -15, ?
#69 COc1ccc(NC(=O)N(C)C[C@H]2Oc3c(NS(=O)(=O)c4ccccc4)cccc3C(=O)N([C@@H](C)CO)C[C@H]2C)cc1
  -6, -14
#70 C[C@@H]1CN([C@H](C)CO)C(=O)Cc2cc(NC(=O)Cn3cnnn3)ccc2O[C@H]1CN(C)CC1CCCCC1
  5, -2
#71 C[C@@H]1CN([C@@H](C)CO)C(=O)c2cccc(NC(=O)c3nc4ccccc4s3)c2O[C@H]1CN(C)Cc1ccc(-c2ccccc2)cc1
  -32, 71*
#72 C[C@H]1CN([C@@H](C)CO)C(=O)c2cc(NC(=O)Nc3ccccc3)ccc2O[C@@H]1CN(C)Cc1ccc(Cl)c(Cl)c1
  nt, 2
#73 C[C@@H]1CN([C@H](C)CO)C(=O)c2cccc(NC(=O)c3ccc(-c4nccs4)cc3)c2O[C@@H]1CN(C)C(=O)NC1CCCCC1
  -14, 40

Values in list order from above.
T cruzi intra for entries 8–11 → -17, -24, 2, -18
INS-1E rescue for entries 8–11 → nt, -3, 6, 4

Records 62–63, reprinted for reference:
Screens in order: INS-1E rescue, T cruzi intra
#62 C[C@H]1CN([C@@H](C)CO)C(=O)c2cc(NC(=O)c3ccncc3)ccc2O[C@H]1CN(C)Cc1ccc(C(=O)O)cc1
  6, -3
#63 COc1ccc(NC(=O)Nc2ccc3c(c2)CC(=O)N([C@H](C)CO)C[C@H](C)[C@H](CN(C)Cc2ccc4c(c2)OCO4)O3)cc1
  -7, 15

Screening data: PubChem, Broad Institute
